Screens (PubChem BioAssay)
Fh CTSL1 inh: blocks F. hepatica cathepsin L1 in PFM18AAP counter-screen | recombinant F. hepatica cathepsin L1, Z-Leu-Arg-MCA fluorescence | inhibition, % at 5.96 µM | 300,000 tested, 0.49% active;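 active = inhibition above the mean of all tested compounds plus 3 SD, set per screening campaign, cut at about 17% in these data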;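 also: 0% = plate median of test compound wells and 100% = 1 µM Z-Phe-Ala-diazomethylketone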
core dimer inh: blocks dimerization of HCV core protein; 300,000 tested, 0.33% active; TR-FRET GST/Flag-core106 dimerization, 1536-well; AID 1899; inhibition, % at 5 µM;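 active = inhibition above the mean of all tested compounds plus 3 SD, set per screening campaign, cut at about 45% in these data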
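Assay system: tagged HCV core106 pair (GST and Flag); medium: KF-containing HEPES buffer, pH 7.45, DTT, CHAPS, BSA; also added: Eu donor and XL665 acceptor anti-tag antibodies; dosing: 5 µM single dose; timing: compound-protein-antibody incubation 4 h at 22.5 °C; signal: TR-FRET 671 and 617 nm emission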
PP1 inh: PP1-alpha (human) inhibition in PP5 counter-screen; 320,000 tested, 0.9% active; inhibition, % at 6.7 µM; AID 2235; P62136; purified PP1alpha, OMFP fluorescence;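 active = inhibition above the mean inhibition of all tested compounds plus 3 SD, computed separately for each screening campaign, cut at about 15% in these data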
procasp3 activ: activators of human procaspase-3 | P42574 | activation, % at 8.5 µM | recombinant procaspase-3 D3A, Ac-DEVD-pNA absorbance 405 nm | 330,000 tested, 0.11% active | AID 463141;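 active = activation above the mean of all tested compounds plus 3 SD, cut at about 21% in these data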;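 also: 0% = DMSO alone and 100% = DMSO wells spiked with extra 5 µM PC-3 D3A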
Target sequence (P42574 whole entry D9A/D28A/D175A): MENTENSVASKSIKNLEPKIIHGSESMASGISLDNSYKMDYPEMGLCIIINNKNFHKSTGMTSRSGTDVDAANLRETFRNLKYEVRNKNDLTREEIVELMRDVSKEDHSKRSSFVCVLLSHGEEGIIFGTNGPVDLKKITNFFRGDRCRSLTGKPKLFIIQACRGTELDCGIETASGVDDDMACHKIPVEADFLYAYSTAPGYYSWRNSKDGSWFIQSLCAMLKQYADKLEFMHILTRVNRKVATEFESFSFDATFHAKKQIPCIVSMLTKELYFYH
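assay system = Procaspase-3 D3A mutant | signal = absorbance at 405 nm, 0 and 120 min | times = 1 h preincubation plus 2 h reaction at 25 °C | repeats = single replicate | read-out = % activation between DMSO and enzyme-spiked controls | medium = Zinc-free HEPES saline buffer with Triton X-100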
Efflux pump inh: inhibitors of Candida antifungal efflux pumps expressed in yeast. S. cerevisiae Candida pump triplex, Nile Red efflux. inhibition, % at 10 µM. 330,000 tested, 0.44% active;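 active = plate passing quality check with inhibition over a set limit, or well fluorescence over plate mean plus 4 SD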;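 also: Nile Red retained in pooled yeast measured as flow cytometry median fluorescence; 0% = buffer negative control and 100% = Enniatin B positive control; higher means more Nile Red kept so more efflux inhibition; some compounds called inactive have numbers as strong as hits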
PP5 inh: inhibitors of human protein phosphatase 5 (PP5). P53041. 320,000 tested, 0.18% active. inhibition, % at 6.7 µM. purified PP5c, OMFP substrate fluorescence. AID 1987;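 active = inhibition above the campaign's mean inhibition across all tested compounds plus 3 SD, cut at about 9.5% in these data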;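 also: 0% = DMSO only and 100% = 100 µM cantharidin control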
Target sequence (P53041 whole entry, looked up): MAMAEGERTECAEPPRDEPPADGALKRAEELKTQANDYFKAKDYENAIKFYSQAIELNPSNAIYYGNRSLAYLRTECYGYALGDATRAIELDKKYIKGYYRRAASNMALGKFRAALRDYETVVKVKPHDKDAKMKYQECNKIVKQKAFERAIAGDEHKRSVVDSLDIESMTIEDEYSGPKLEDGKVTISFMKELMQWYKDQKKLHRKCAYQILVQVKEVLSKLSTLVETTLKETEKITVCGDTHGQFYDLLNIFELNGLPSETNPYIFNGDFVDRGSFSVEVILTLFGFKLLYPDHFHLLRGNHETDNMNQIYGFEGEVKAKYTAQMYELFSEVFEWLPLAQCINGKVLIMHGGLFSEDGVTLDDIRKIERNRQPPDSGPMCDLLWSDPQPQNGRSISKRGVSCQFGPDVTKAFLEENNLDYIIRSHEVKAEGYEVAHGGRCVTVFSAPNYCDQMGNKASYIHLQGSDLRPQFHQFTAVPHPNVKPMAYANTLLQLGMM
procasp7 counter: counter-screen: procaspase-7 (human) activation. P55210. recombinant procaspase-7, Ac-DEVD-pNA absorbance 405 nm; D23A/D198A/D206A triple mutant, cannot self-cleave; scale: DMSO 0, 5 µM enzyme 100. activation, % at 8.5 µM. 330,000 tested, 0.093% active;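 active = percent activation above the screen-wide mean plus 3 SD, cut at about 25% in these data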
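Material: Procaspase-7 triple mutant (PC-7 D3A) | Quantity: 2 µM procaspase-7 mutant as dispensed | Reagent: DEVD-pNA substrate | Times: 1 h preincubation, 2 h reaction | Technique: 405 nm absorbance of p-nitroaniline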
TPT1 inh: blocks Candida albicans tRNA 2'-phosphotransferase. 300,000 tested, 0.81% active. inhibition, % at 5 µM. recombinant caTPT1, FP RNA substrate dephosphorylation. AID 1962;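 active = inhibition above the mean of all tested compounds plus 3 SD, set per screening campaign, cut at about 24% in these data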;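 also: plate controls were DMSO alone for no effect and ferristatin control at 100 nM for full effect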
JMJD2C inh: blocks human GASC-1 demethylase activity | Q9H3R0 | GST-JMJD2C(1-420) H3K9me3 demethylation, DELFIA europium | inhibition, % at 2.35 µM | 330,000 tested, 0.069% active;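 active = more than half of a compound's replicate wells show inhibition beyond 50%, single wells judged on their own value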;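 also: signal counts dimethyl H3K9 product captured on neutravidin plate; 0% = median of DMSO wells and 100% = 0.3 times that DMSO median; strong numbers were not always called active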
* hit, by the source's call; / = not tested or not shown; & = joins results of further samples.

SMILES	Fh CTSL1 inh	core dimer inh	PP1 inh	procasp3 activ	Efflux pump inh	PP5 inh	procasp7 counter	TPT1 inh	JMJD2C inh
Cc1csc(NC(=O)c2ccc(S(=O)(=O)N3CCN(C)CC3)cc2)n1	-1	-10	3	10	0.0	0.0	-7	-1	-4
O=C(COc1ccc2ccccc2c1)Nc1ccc(S(=O)(=O)N2CCCCCC2)cc1	2	12	17*	5	-0.1	-0.1	-3	1	-2
COc1cc(C2C(Oc3ccccc3C)C(=O)N2Cc2ccc(F)cc2)cc(OC)c1OC (stereo not given)	-3	6	-3	-5	-0.1	3.0	-1	-3	6
COc1ccccc1OCCNC(=O)C1CC(=O)N(c2cccc(SC)c2)C1 (stereo not given)	10	4	2	7	-0.1	1.1	1	-3	2
O=C(NCC1CCCO1)c1cc2n(n1)C(C(F)(F)F)CC(c1ccc(Br)cc1)N2 (stereo not given)	-4	1	-3	-1	0.0	2.5	3	-2	10&-1
CN1CCN(C(=O)c2cnn(-c3ccccc3)c2NC(=O)c2cccs2)CC1	-3	-1	-3	0	-0.1	0.2	2	-3	3
COc1ccc(C(C)=O)cc1COC(=O)c1cc(C)nc2ccccc12	8	1	0	1	0.1	0.6	-5	-2	-4
Cc1ccc2c(c1)nnn2C1CCN(S(C)(=O)=O)CC1	0	-1	-6	-7	0.0	-2.9	3	0	5
CCCn1c(-c2cccc([N+](=O)[O-])c2)nc2c1c(=O)[nH]c(=O)n2Cc1ccccc1	-2	5	3	7	-0.2	0.0	2	-2	5
CC1Cc2ccccc2N1CC(=O)NC(=O)NCc1ccco1 (stereo not given)	1	11	1	-1	-0.2	1.2	-11	1	-26
Cc1onc(C(=O)NN)c1C(=O)Nc1ncc(C(F)(F)F)cc1Cl	0	3	1	0	0.0	0.8	-4	3	-3
Cc1nc(C)c(CCNC(=O)c2ccc(C(F)(F)F)cc2)s1	-3	-2	-3	-6	-0.2	0.8	-9	4	-2
CN(C)CCCNCCCNC(=O)c1ccccn1	0	1	-3	15	-0.1	-3.6	14	-3	1
O=C(CCSc1ccc(Cl)cc1)N1CCN(c2ccc(O)cc2)CC1	1	-4	-1	-2	-0.1	1.6	-23	0	-4
O=C(CN(C(=O)CNC(=O)c1ccco1)c1ccc2c(c1)OCCO2)NC1CCCC1	1	-10	-3	4	-0.1	0.5	1	-2	-1
O=C(CNC(=S)N(CCCN1CCOCC1)Cc1cccs1)N1CCOCC1	-2	0	-2	2	0.2	1.8	-1	0	2
O=C1C2C(C(=O)N1/N=C/c1ccco1)C1C=CC2C12CC2 (stereo not given)	-2	-3	1	2	-0.1	-0.3	12	-2	4
Cc1ccc(-c2nc(C3CCN(S(=O)(=O)c4ccc(C(C)(C)C)cc4)CC3)no2)cc1	-8	3	-11	3	0.6	-0.4	1	1	-12
COc1cccc(-c2cc(C(=O)O)[nH]n2)c1	2	-6	2	1	0.3	0.2	-5	3	-2
Cc1ccc(CNC(=O)c2cc3c(s2)CS(=O)(=O)C3)cc1	-1	7	-1	-4	0.0	0.1	-3	3	-2
CCSc1nnc2c(n1)OC=Nc1ccc(Br)cc1-2	2	4	-3	1	0.0	-1.6	5	-3	18
O=C(NNC(=O)c1cccs1)c1ccc(Br)cc1	1	-2	0	-2	0.0	3.7	4	2	-7
COc1ccc(NC(=O)N/C=C/c2ccc(Cl)cc2)cc1	-2	4	-2	4	0.0	1.6	-3	6	4
Cc1ccccc1OCC(=O)OCC(=O)c1ccc(OC(=O)c2ccccc2)cc1	-9	1	6	-2	-0.2	-0.3	9	-1	-22
CCCCC(NC(=O)COc1cc2c(c3oc(=O)cc(C)c13)CCC(C)(C)O2)C(=O)O (stereo not given)	2	6	-7	4	-0.1	-0.8	16	-2	3
Additional structures.
SMILES	Fh CTSL1 inh	core dimer inh	PP1 inh	procasp3 activ	Efflux pump inh	PP5 inh	procasp7 counter	TPT1 inh	JMJD2C inh
COC(=O)CCC(=O)NC(=S)Nc1ccc(S(=O)(=O)N2CCCC2)cc1	-9	2	-1	9	0.3	0.6	-4	11	-7
COc1ccc2c(c1OC)C(=O)N1c3cccc(Cl)c3C(=O)OC21 (stereo not given)	3	1	-1	-4	0.1	-1.0	10	0	0
Cc1ccc(S(=O)(=O)N2CCN(C(=O)CN3CCOCC3)C2c2ccccc2)cc1 (stereo not given)	7	1	4	-3	0.0	-0.2	13	-2	9
O=C(COc1ccccc1)OCC(=O)c1ccc(O)cc1O	/	/	-1	-1	-0.2	0.3	5	/	23
Cc1ccc(C2=NC(C(F)(F)F)(C(F)(F)F)c3c(n(-c4ccc(F)cc4)c(=O)[nH]c3=O)N2)cc1	7	3	1	1	-0.2	2.9	4	2	0
Cc1cc(C(=O)Nc2ncn[nH]2)ccc1[N+](=O)[O-]	1	-11	3	-3	0.0	2.3	8	0	-2
CC(=O)c1ccccc1OCCOc1ncnc2sccc12	-5	4	-1	2	-0.1	0.0	-3	4	2
COC(=O)c1cc(NC(=O)c2c(-c3c(Cl)cccc3Cl)noc2C)ccc1N1CCOCC1	-2	4	-7	-9	-0.2	-2.0	5	-1	-1
COc1cc(C2C(C(=O)C(C)(C)C)=C(O)C(=O)N2Cc2ccccc2)ccc1O (stereo not given)	-7	14	-4	4	0.1	5.6	5	-1	5
CCCc1ccc(NS(=O)(=O)c2c(C)oc(C)c2C(=O)OC)cc1	-5	1	1	-11	-0.2	2.4	-2	-2	-6
CSc1nc2c(c(=O)[nH]c(=O)n2C)n1Cc1ccccc1Cl	-3	2	1	-2	0.1	2.7	5	-2	21
CC(C)=CCCC1=CCC(/C=N/NC(N)=O)C(C)C1 (stereo not given)	0	1	5	7	0.1	5.0	2	0	2
CN(C)S(=O)(=O)c1ccc(C(=O)Nc2nnc(-c3ccco3)o2)cc1	-2	2	0	10	0.0	2.9	-1	2	2
Cc1cccn2c(=O)c3cc(S(=O)(=O)c4ccc(F)cc4)c(=N)n(Cc4ccco4)c3nc12	7	16	2	-12	0.6*	1.8	-15	8	-9
O=C(Nc1ccccc1Cl)c1ccc2c(=O)n3c(nc2c1)CCC3	/	/	-2	5	-0.2	0.2	-5	/	0
CCOC(=O)CSC1=C(C#N)C(=O)NC(c2ccc(OC)c(OC)c2)S1 (stereo not given)	11	-3	-1	-9	0.0	1.7	-21	-3	-2
Cc1ccc(-c2cnc3ccccc3n2)cc1C	6	-2	-4	3	0.3	2.6	-4	-3	1
COc1ccc(S(N)(=O)=O)cc1C(=O)OCCCOc1ccc(F)cc1	1	-4	0	14	-0.3	-0.8	7	-3	0
NS(=O)(=O)c1ccc(NCC2COc3ccccc3O2)c([N+](=O)[O-])c1 (stereo not given)	-2	-1	-2	-3	0.1	3.3	-11	4	2
CCCCOc1ccc(Nc2nc(C)cc(C)c2C#N)cc1	2	4	-2	-3	-0.1	-0.6	2	-1	-15
O=C(Cn1cnc2c(OCc3ccccc3)ncnc21)N1CCN(c2ccccn2)CC1	/	/	/	2	0.2	/	-3	/	47
O=C(N/N=C/c1cccs1)c1n[nH]c2c1CCCC2	-3	-5	-5	3	0.3	1.5	11	0	13
CCOC(=O)[C@H]1[C@H]2COc3ccc(Cl)cc3[C@@H]2N2C(=O)c3cc(C)ccc3NC(=O)[C@@]12C	-3	2	1	11	/	1.3	7	3	0
Cc1cc(C)n(-c2nc(NCCCN(C)C)c3c4c(sc3n2)COC(C)(C)C4)n1	-4	-3	4	6	0.2	1.5	-2	1	33
CSc1ccc(C#N)cc1NC(=O)c1ccc(Cl)cc1	-1	0	-2	2	-0.1	-1.2	5	4	-9
(continued)
SMILES	Fh CTSL1 inh	core dimer inh	PP1 inh	procasp3 activ	Efflux pump inh	PP5 inh	procasp7 counter	TPT1 inh	JMJD2C inh
Cc1cc(C)n2[nH]c(=O)c(N=Nc3cccc(Cl)c3)c2n1	4	-15	9	3	-0.1	2.3	2	-7	-1
CCOC(=O)c1ccc(N2CN=C3SCC(=O)N3C2)cc1	1	-3	1	-5	-0.1	0.3	8	-1	-5
CC1(C)Cc2c(sc(NC(=O)Cc3ccccc3)c2C#N)CO1	0	0	-2	-9	0.1	2.4	-3	0	4
Clc1ccc(N2N=C(c3cccs3)CC2c2ccco2)cc1 (stereo not given)	4	7	-1	-4	0.0	0.1	-12	-1	-1
O=C(OCc1cc(=O)n2c(n1)sc1ccccc12)c1ccc2c(=O)n3c(nc2c1)CCC3	0	43	3	-7	0.0	1.7	-1	-1	-27
Cc1sc(NC(=O)CCC(=O)O)c(C#N)c1C	-1	-5	-4	-3	0.0	-1.6	1	-2	-6
Cc1nc2cc(NC(=O)c3ccc(S(=O)(=O)N(C)c4ccccc4)cc3)ccc2o1	0	-2	4	1	0.3	3.9	-6	-4	-3
COc1ccc(-c2sc3ccccc3c2-c2ccc(O)cc2)cc1	/	/	/	0	-0.6	/	4	/	4

Random excerpt: two entries already listed, in no set order.
SMILES	Fh CTSL1 inh	core dimer inh	PP1 inh	procasp3 activ	Efflux pump inh	PP5 inh	procasp7 counter	TPT1 inh	JMJD2C inh
Cc1sc(NC(=O)CCC(=O)O)c(C#N)c1C	-1	-5	-4	-3	0.0	-1.6	1	-2	-6
Cc1cc(C)n2[nH]c(=O)c(N=Nc3cccc(Cl)c3)c2n1	4	-15	9	3	-0.1	2.3	2	-7	-1

Structures listed so far containing a furan ring, fused or not (7):
SMILES	Fh CTSL1 inh	core dimer inh	PP1 inh	procasp3 activ	Efflux pump inh	PP5 inh	procasp7 counter	TPT1 inh	JMJD2C inh
CC1Cc2ccccc2N1CC(=O)NC(=O)NCc1ccco1 (stereo not given)	1	11	1	-1	-0.2	1.2	-11	1	-26
O=C(CN(C(=O)CNC(=O)c1ccco1)c1ccc2c(c1)OCCO2)NC1CCCC1	1	-10	-3	4	-0.1	0.5	1	-2	-1
O=C1C2C(C(=O)N1/N=C/c1ccco1)C1C=CC2C12CC2 (stereo not given)	-2	-3	1	2	-0.1	-0.3	12	-2	4
CCCc1ccc(NS(=O)(=O)c2c(C)oc(C)c2C(=O)OC)cc1	-5	1	1	-11	-0.2	2.4	-2	-2	-6
CN(C)S(=O)(=O)c1ccc(C(=O)Nc2nnc(-c3ccco3)o2)cc1	-2	2	0	10	0.0	2.9	-1	2	2
Cc1cccn2c(=O)c3cc(S(=O)(=O)c4ccc(F)cc4)c(=N)n(Cc4ccco4)c3nc12	7	16	2	-12	0.6*	1.8	-15	8	-9
Clc1ccc(N2N=C(c3cccs3)CC2c2ccco2)cc1 (stereo not given)	4	7	-1	-4	0.0	0.1	-12	-1	-1
